Rev-erbA mod: modulators of Rev-erb alpha DNA binding, primary screen, biochemical, FITC-DNA, fluorescence polarization, uHTS. Nuclear receptor subfamily 1 group D member 1 (Homo sapiens), P20393. Rev-erbα–FITC-DNA binding, 90 min. activity, % at 10 µM. hit rate 0.79% among 370,000. AID 1259318, 2017;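 active means activity above about 14%, limit read from the data; passing the limit was not always enough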;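 further: 0% = DMSO wells with 35 nM protein and 100% = DMSO wells with 750 nM protein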
sPLA2-III inh: human group III sPLA2 inhibitors, primary screen, biochemical, QFRET, BODIPY PC-A2 liposome substrate; inhibition, % at 12.2 µM; hit rate 0.56% among 370,000; Group 3 secretory phospholipase A2 (Homo sapiens), Q9NZ20; QFRET BODIPY PC-A2 liposome hydrolysis, fluorescence;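 active means inhibition above mean plus 3 SD of compounds lying within the high and low control bounds, cut at about 19% in these data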;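 further: 0% = median of test compound wells and 100% = no enzyme DMSO wells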
DDE Tn7 FP inh: inhibitors of Tn7 peptide binding to fibrin DD(E), primary screen, biochemical, fluorescence polarization, human fibrin, Tn7 probe; FP displacement of FITC-Tn7 peptide from fibrin DD(E); 0% = median of compound wells per plate; AID 720508, 2013; Fibrinogen beta chain (Homo sapiens), P02675; hit rate 0.13% among 370,000; inhibition, % at 8.3 µM;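 active means inhibition above the mean of compounds falling within the control limits plus 3 SD of them, cut at about 14% in these data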;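 further: 0% = plate median of compound wells and 100% = 10 µM Aha-Tn7 peptide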
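Test system – human fibrin DD(E) · Times – 10 min preincubation, 3 h with tracer, room temperature · Detection – fluorescence polarization of the labelled Tn7 tracer · Measure – percent inhibition normalized to high-control wells · Benchmarks – high control wells with 10 µM unlabelled Aha-Tn7 peptide (full inhibition) · Repeats – singlicate testing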
PLCg1 inh: PLC-gamma1 enzyme inhibitors, primary screen, biochemical, fluorescence, purified enzyme; fluorogenic substrate; inhibition, % at 12.2 µM; AID 720700, 2013; hit rate 0.84% among 370,000; in the data active means inhibition above about 9.5%
UHRF1 binding: UHRF1 methylated DNA binding inhibitors, primary screen, counter-screen for MBD2 inhibitor project, biochemical, TR-FRET, human UHRF1, single concentration; E3 ubiquitin-protein ligase UHRF1 (Homo sapiens), Q96T88; UHRF1 binding to methylated oligo; inhibition, % at 4.4 µM; hit rate 0.75% among 370,000; AID 687016, 2013; in the data active means inhibition above about 21%;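 further: UHRF1 SRA domain binding a hemimethylated CpG hairpin DNA probe; 0% = median of test compound wells and 100% = reference inhibitor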
Tn6 DDE FP: inhibitors of Tn6 peptide binding to fibrin DD(E), primary screen, biochemical, fluorescence polarization, human fibrin, Tn6 probe; Fibrinogen beta chain (Homo sapiens), P02675; Fibrin DD(E) TRITC-Tn6 fluorescence polarization displacement; inhibition, % at 8.3 µM; hit rate 0.21% among 370,000; AID 720509, 2013;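 active means inhibition above a per-campaign cutoff: mean of compounds within control limits plus 3 SD, cut at about 15% in these data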;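 further: 0% = median of all compound wells on the plate and 100% = blocking peptide control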
KLK7 zymogen act: proKLK7 zymogen activators, primary screen, biochemical, fluorescence intensity; purified proKLK7, EDANS-DABCYL substrate fluorescence; 100% is mature enzyme control, 0% vehicle; activation, % at 7 µM; hit rate 0.9% among 370,000; Kallikrein-7 (Homo sapiens), P49862;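 active means activation above the mean of all tested compounds plus 3 SD, computed per campaign excluding outliers beyond control limits, cut at about 13% in these data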
PLC-beta3 inh: human PLC-beta3 inhibitors, primary screen, biochemical, fluorescence. inhibition, % at 12.2 µM. 1-phosphatidylinositol 4,5-bisphosphate phosphodiesterase beta-3 (Homo sapiens), Q01970. AID 720704, 2013. hit rate 0.18% among 370,000. Purified PLC-beta3, fluorogenic substrate; in the data active means inhibition above about 11%;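 further: 0% = median of compound wells on plate and 100% = full blocker control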
Target sequence (Q01970 whole entry, looked up): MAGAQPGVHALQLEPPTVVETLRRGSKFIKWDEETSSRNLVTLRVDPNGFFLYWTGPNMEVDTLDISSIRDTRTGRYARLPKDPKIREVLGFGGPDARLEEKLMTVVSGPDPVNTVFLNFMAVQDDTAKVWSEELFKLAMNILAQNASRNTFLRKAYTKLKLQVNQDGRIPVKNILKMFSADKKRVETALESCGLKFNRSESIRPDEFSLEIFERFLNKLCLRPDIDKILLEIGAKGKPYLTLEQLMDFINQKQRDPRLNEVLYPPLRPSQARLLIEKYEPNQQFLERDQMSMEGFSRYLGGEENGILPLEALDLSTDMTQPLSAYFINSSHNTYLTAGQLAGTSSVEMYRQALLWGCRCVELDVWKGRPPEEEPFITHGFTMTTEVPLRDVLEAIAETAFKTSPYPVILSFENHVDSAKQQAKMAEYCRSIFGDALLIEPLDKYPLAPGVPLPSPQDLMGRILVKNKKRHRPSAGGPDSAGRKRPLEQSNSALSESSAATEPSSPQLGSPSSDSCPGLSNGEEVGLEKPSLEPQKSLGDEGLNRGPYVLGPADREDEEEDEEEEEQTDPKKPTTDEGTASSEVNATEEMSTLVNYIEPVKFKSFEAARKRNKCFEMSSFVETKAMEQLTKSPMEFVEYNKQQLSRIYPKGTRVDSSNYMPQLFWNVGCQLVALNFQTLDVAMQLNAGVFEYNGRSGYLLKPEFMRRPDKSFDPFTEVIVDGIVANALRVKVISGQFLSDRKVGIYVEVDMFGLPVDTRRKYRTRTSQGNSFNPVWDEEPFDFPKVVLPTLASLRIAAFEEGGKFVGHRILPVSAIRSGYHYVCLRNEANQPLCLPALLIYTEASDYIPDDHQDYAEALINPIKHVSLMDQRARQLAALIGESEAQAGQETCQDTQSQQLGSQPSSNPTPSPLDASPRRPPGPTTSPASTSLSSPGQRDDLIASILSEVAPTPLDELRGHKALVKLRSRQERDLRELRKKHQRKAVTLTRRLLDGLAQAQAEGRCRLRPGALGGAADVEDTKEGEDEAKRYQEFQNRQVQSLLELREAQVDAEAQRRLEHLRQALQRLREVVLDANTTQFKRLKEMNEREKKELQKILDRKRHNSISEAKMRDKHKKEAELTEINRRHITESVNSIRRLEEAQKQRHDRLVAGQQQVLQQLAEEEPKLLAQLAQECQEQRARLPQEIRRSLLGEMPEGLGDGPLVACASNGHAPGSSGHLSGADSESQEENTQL
ARFGAP1 inh: inhibitors of rat ARFGAP1 GAP activity, primary screen, biochemical, fluorescence polarization, GDP tracer; ADP-ribosylation factor GTPase-activating protein 1 (Rattus norvegicus), Q62848; Arfgap1-stimulated ARF1 GTP hydrolysis, GDP FP detection; inhibition, % at 16.5 µM; hit rate 0.26% among 360,000; AID 651572, 2012;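 active means inhibition above a per-plate limit, mean inhibition of low control wells plus 3 SD, cut at about 25% in these data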;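 further: 0% = DMSO wells with enzyme and 100% = wells lacking Arfgap1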
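Material: truncated rat Arfgap1 GAP domain; Incubation: compound-enzyme preincubation 20 min, reaction 120 min, detection 60 min, 25 °C; Read-out: percent inhibition of Arfgap1-stimulated GTP hydrolysis; Technique: FP, GDP Alexa 633 tracer displaced from anti-GDP antibody, 620/688 nm; Controls: No-Arfgap1 wells (100%) versus DMSO full-reaction wells (0%); Replication: single well per compound.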
ASAP1 GAP inh: inhibitors of human ASAP1 ArfGAP activity, primary screen, biochemical, fluorescence polarization; Arf-GAP with SH3 domain, ANK repeat and PH domain-containing protein 1 (Homo sapiens), …; ASAP1-stimulated ARF1 GTP hydrolysis, GDP FP detection; inhibition, % at 16.5 µM; hit rate 0.19% among 360,000; AID 624377, 2012; in the data active means inhibition above about 25%;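 further: 0% = vehicle with enzyme and substrate and 100% = no enzyme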
The depositor's hits bear a star; i = inactive; & = joins results of further samples.

No. | Compound | PLCg1 inh | ARFGAP1 inh | DDE Tn7 FP inh | KLK7 zymogen act | sPLA2-III inh | ASAP1 GAP inh | PLC-beta3 inh | Tn6 DDE FP | Rev-erbA mod | UHRF1 binding
1 | CC(C(=O)NC1CCCC1)n1c(C2CC2)nc2ccccc21 (centres undefined) | 1 | 1 | 1 | 0.2 | 2 | -16 | 1 | 7 | 0 | 1
2 | CCC[C@H]1CN(c2ccccc2)C(=O)[C@@H]1CC(=O)Nc1ccc(OC)cc1 | 1 | -4 | 0 | -0.8 | 3 | 2 | -1 | 6 | -1 | 5
3 | COc1cc2c(C(=O)NCCN(C)C)cn(CC(C)C)c(=O)c2cc1OC | -1 | -4 | 5 | 0.0 | 3 | -11 | -5 | 9 | 3 | 2
4 | COc1ccc(-c2coc3c(C(=O)N4CCN(C)CC4)cccc23)c(C)c1 | 3 | -14 | -2 | -0.3 | -8 | -3 | 2 | 2 | -2 | -2
5 | CCCc1n(CC(O)COC2CCCCC2)c2ccccc2[n+]1C (centres undefined) | 2 | 9 | -1 | -0.8 | 4 | 4 | -10 | -6 | 1 | 1
6 | COc1ccc(NC(=O)CSc2nnc(-c3ccco3)n2C)cc1 | 1 | 5 | -2 | 0.4 | 3 | -4 | 2 | 1 | 4 | 1
7 | CC(=O)Oc1ccc(N(C(C)=O)S(=O)(=O)c2ccccc2)c2ccccc12 | 0 | 0 | 0 | -0.2 | -12 | 0 | -4 | -1 | -2 | 0
8 | Cc1n[nH]c(C)c1CCC(=O)N/N=C/C=C/c1ccccc1 | -3 | -9 | 0 | 0.5 | -1 | 11 | -1 | -5 | 6 | 88*
9 | COc1ccc(NC(=O)Nc2ccc(C(=O)N3CCOCC3)cc2)cc1OC | -4 | 5 | 0 | 0.2 | 11 | 14 | -11 | -6 | 6 | 8
10 | COc1ccc(Cl)cc1N1C(=O)C2CCCN2C1c1ccc(F)c(F)c1 (centres undefined) | 2 | 3 | -2 | 0.3 | -6 | 1 | 4 | 9 | -7 | 1
11 | CNC(=O)c1nnc(Cc2ccc(F)cc2)o1 | 2 | -6 | 2 | 0.0 | 10 | 1 | 0 | 9 | -4 | 0
12 | Cc1ccc(C(=O)OC(C)CN2CCN(C)CC2)cc1 (centres undefined) | 0 | 12 | -4 | -0.2 | -9 | 13 | -4 | -3 | 5 | -2
13 | CC(C)(C)c1ccc(S(=O)(=O)NC(Cc2ccccc2)C(=O)O)cc1 (centres undefined) | -3 | -7 | 10 | 1.7 | -13 | 1 | -3 | 9 | -7 | 2
14 | COc1ccc(C(C)C)cc1S(=O)(=O)NCCCn1ccnc1 | 3 | -1 | -7 | -1.0 | -12 | -6 | -6 | 6 | -1 | -3
15 | COc1cccc(CN2CCC2(C)C(=O)NCc2cccc(C(F)(F)F)c2)c1OC (centres undefined) | 3 | -1 | 0 | 0.7 | -5 | 10 | 2 | 2 | 3 | 0
16 | COc1ccc(S(=O)(=O)N2CC(C)N(C(=O)N(C)C)C2C)cc1 (centres undefined) | 2 | 1 | -2 | 0.1 | 9 | 5 | 2 | 2 | -3 | 3
17 | Cc1ccc(S(=O)(=O)N(C)C[C@@H]2OCc3cn(nn3)CCCC(=O)N([C@@H](C)CO)C[C@H]2C)cc1 | 2 | 3 | 0 | -0.6 | 13 | -5 | 4 | 1 | -9 | 0
18 | COc1ccc(/C=N/N=C(\N)c2nonc2N)cc1OC | 4 | 6 | -2 | -0.6 | -1 | 7 | 8 | 0 | 6 | -1
19 | Cc1c(C(=O)NNC(=O)c2ccncc2)oc2ccccc12 | -3 | 10 | -6 | -0.6 | -1 | -5 | -8 | 3 | 6 | -1
20 | N#CCCn1cc(/C=C/C(=O)O)c(-c2ccc(F)cc2)n1 | -2 | 8 | 6 | 0.4 | -4 | 3 | -4 | -1 | 7 | -2
21 | CCOC(=O)N1CCN(c2nc(-c3ccc(Cl)cc3)cs2)CC1 | 3 | -6 | -6 | 0.2 | 2 | -7 | 1 | 0 | 8 | 17
22 | COc1ccc(C(C)=O)cc1CN1C(=O)NC2(CCCCC2C)C1=O (centres undefined) | 1 | -9 | -2 | 0.5 | 8 | -6 | 2 | 0 | 5 | 0
23 | O=C(c1cccc(Br)c1)c1conc1C(=O)c1ccco1 | 2 | 1 | 1 | 0.4 | 1 | 5 | 0 | 1 | -5 | -3
24 | CCCN(CCC)CCCNC(=O)c1cc2c(=O)n(C)c3ccccc3c2n1C | -4 | -6 | -1 | -0.1 | 4 | -5 | -7 | 5 | -2 | 2
25 | COc1ccc(C(=O)NCc2cccnc2)cc1C(=O)NCc1cccnc1 | 7 | -6 | 3 | 0.1 | 8 | -14 | 3 | -3 | -5&-2 | -1
26 | O=C(CCC(=O)OCC(F)(F)C(F)F)NCc1ccccc1 | 1 | 3 | -2 | 1.1 | 6 | -14 | 2 | 5 | 0 | -1
27 | CCOc1ccc(-c2c[n+](=O)c3c(n2[O-])CCCC3)c(OCC)c1 | 1 | -2 | 2 | 0.1 | -2 | 2 | 0 | 1 | 2 | 0
28 | CCCCCN=Cc1c(C)[nH]n(-c2nc3ccccc3s2)c1=O | -1 | -1 | 5 | 0.2 | -6 | -4 | 1 | 8 | 5 | -2
29 | CC(C(=O)Nc1ccc(S(=O)(=O)N2CCOCC2)cc1)N(c1ccccc1)S(C)(=O)=O (centres undefined) | 0 | 11 | 0 | 0.0 | -11 | -2 | -9 | 3 | 3 | 3
30 | O=C(OCC(=O)N1CCC(Cc2ccccc2)CC1)c1ccc(CO)cc1 | 1 | 6 | 4 | 1.0 | -6 | -11 | -5 | 5 | 8 | -2
31 | CCOc1ccccc1N1CC(C(=O)Nc2nccs2)CC1=O (centres undefined) | 1 | -5 | -7 | -0.1 | -2 | 7 | 2 | 6 | 3 | -2
32 | O=C(Nc1cc(F)ccc1F)C1CCCN1S(=O)(=O)c1cccc2nsnc12 (centres undefined) | 0 | -9 | -6 | -0.7 | -1 | -6 | -4 | 13 | -1 | -1
33 | O=C(CSc1nnc(-c2ccccn2)n1Cc1ccco1)c1ccc(-c2ccccc2)cc1 | -10 | -5 | 1 | 0.3 | -22 | 5 | -19 | 0 | 0 | 0
34 | O=C(NCC(c1cccnc1)N1CCN(c2ccccc2F)CC1)c1ccco1 (centres undefined) | 0 | 2 | -1 | 0.0 | 10 | 9 | 0 | -2 | 2 | 6
35 | Cc1ccc(S(=O)(=O)/N=C(\N)Nc2nc(C)c3ccc(C)cc3n2)cc1 | -1 | -5 | -2 | -0.4 | -7 | 6 | -3 | 0 | 17 | -4
36 | CC(C)c1cc(CNC(=O)C2CCC(=O)N(CCc3ccc(Cl)cc3)C2)on1 (centres undefined) | 0 | 2 | 0 | 0.1 | 2 | -6 | -6 | 8 | 2 | 0
37 | CCCC(=O)C1=C(O)C(C(=O)OC)C(C)(C)CC1=Nc1ccc(C)cc1 (centres undefined) | 4 | 9 | 9 | 0.0 | 0 | -21 | -8 | 4 | 5 | 0
38 | Cc1noc(C)c1S(=O)(=O)N(C)C[C@H]1Oc2c(cccc2N(C)C)C(=O)N([C@H](C)CO)C[C@@H]1C | -2 | 2 | 0 | 1.2 | 1 | -5 | -2 | -2 | 2 | 0
39 | O=C1C=C(c2ccc3c(c2)oc2ccccc23)C[C@@H](c2ccc3c(c2)OCO3)C1 | -1 | 18 | -1 | -0.5 | 13 | 0 | 1 | 1 | 3 | 3
40 | OC1CSc2nc3ccccc3n2C1 (centres undefined) | 0 | 9 | -5 | -0.3 | 2 | -8 | -5 | -1 | 3 | 2
41 | CC(=O)Nc1ccc2c(c1)n(C)c(=O)n2C | 0 | -13 | 5 | -0.1 | 5 | 5 | 4 | 5 | -5 | -2
42 | COc1ccc(-c2nc3oc4cc(OC)ccc4c(=O)c3c(=O)n2Cc2ccco2)cc1 | -20 | -16 | 8 | 0.3 | -3 | 5 | -27 | -1 | -5 | -4
43 | CC(=O)c1ccc(NC(=O)CSc2cn[nH]n2)cc1 | 1 | -10 | 5 | 0.2 | -6 | -9 | -8 | -2 | 2 | 2
44 | Nc1ccc(C(=O)OCC(=O)NC2CC2)cc1[N+](=O)[O-] | 2 | -4 | -2 | 0.7 | -1 | 1 | -5 | 5 | 6 | -2
45 | c1ccc(N2CCN(c3nc4cc5c(cc4s3)OCO5)CC2)cc1 | 1 | -10 | -1 | -0.6 | 0 | -2 | 1 | -3 | -1 | -2
46 | c1ccc(Oc2cccc(Oc3ccccc3)n2)cc1 | 0 | 2 | -2 | 0.3 | 1 | -1 | -5 | 4 | -1 | 0
47 | CCCCn1c(C)nc2cc(S(=O)(=O)N3CCOCC3)ccc21 | 4 | -4 | 6 | -0.8 | 13 | 2 | -13 | 1 | 3 | 0
48 | C=CCNC(=S)NCC1COc2ccccc2O1 (centres undefined) | 3 | 1 | 0 | 0.0 | 13 | -2 | 2 | 10 | 5 | -2
49 | C=CCn1c(SCC(=O)N2CCOCC2)nc2ccccc2c1=O | 1 | 3 | 7 | 0.1 | -2 | -10 | 0 | 2 | -2 | -1
50 | CCN1CCc2nc(NC(=O)c3cc(F)c(F)cc3Cl)sc2C1 | -2 | -7 | -3 | 0.2 | -5 | 7 | -6 | -3 | 0 | 0
51 | CC(C)CCN1CCN(CCCc2ccccc2)CC1CCO (centres undefined) | 5 | 3 | -6 | 0.5 | -1 | -11 | -4 | 1 | -5 | 2
52 | C=CCOc1ccc(/C=C/C(=O)OCC(=O)N2CCC(c3ccccc3)=N2)cc1 | 3 | 2 | 4 | 0.2 | 2 | 0 | -6 | 0 | 2 | -3
53 | O=C(COC(=O)c1cc(=O)[nH]c2ccccc12)c1ccc(Br)cc1 | -3 | -5 | 3 | -1.0 | 16 | -8 | -14 | -4 | 1 | 4
54 | O=c1oc2cc(O)ccc2cc1S(=O)(=O)c1ccccc1 | i | -7 | -4 | 38* | -8 | -9 | i | 0 | -3 | 3
